Source: PubChem BioAssay (National Center for Advancing Translational Sciences (NCATS))
TGFb SMAD3 inh – inhibitors of TGF-b signaling | HepG2 CAGA-GFP TGF-b/SMAD3 reporter, GFP fluorescence, 18 h; TGF-beta stimulated, 500 pg/mL final | Potency, µM (titrated, usually from 46.1 µM), inactives show at the top dose activity, negative = inhibition, hits mostly inhibitors | actives 1.2% (n = 410,000) | AID 588855; note: potency is the fitted concentration of half-maximal effect; % is set by controls: 0 for no effect and ±100 for the full control effect; nearly all actives have a fitted effect of over 65% in size
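Cell-based qHTS in HEPG2 carrying a CAGA-GFP Smad reporter; compounds added before 500 pg/mL final TGF-beta, 18 h incubation at 37 degrees C, GFP fluorescence quantified per cell by imaging cytometry.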
HepG2 tox – counter-screen for TGF-b inhibitors: cytotoxicity in HepG2 cells; Potency, µM (titrated, usually from 46.1 µM), for the others: top-dose activity change, negative = cytotoxicity, actives largely listed as cytotoxic; AID 588856; HepG2 CAGA-GFP viability, ATP luminescence, 18 h; actives 0.76% (n = 410,000); note: potency is the fitted concentration of half-maximal effect; some results filed as inactive show a strong effect at the top dose
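CellTiter-Glo luminescence gave cytotoxicity after 18 hours at 37 degrees C. The cells were HepG2 CAGA-GFP in 1% FBS DMEM, stimulated with 500 pg/mL TGF-beta after compound addition. %Activity was normalised to no-cell wells (complete cell-killing) and DMSO (no toxicity), and curves were fitted and classified.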
EPAC2 ag – activates human EPAC2 exchange factor. AID 720711. EPAC2 activation, biochemical qHTS; response scale: 100% = 6.5 mM cAMP response. Q8WZA2. Potency, µM (top dose mostly 154 µM), for the others: top-dose activation, actives largely listed as activators. actives 0.079% (n = 360,000); note: potency is the fitted concentration of half-maximal effect; nearly all actives have a fitted effect of over 50% in size
Target sequence (Q8WZA2 whole entry, looked up): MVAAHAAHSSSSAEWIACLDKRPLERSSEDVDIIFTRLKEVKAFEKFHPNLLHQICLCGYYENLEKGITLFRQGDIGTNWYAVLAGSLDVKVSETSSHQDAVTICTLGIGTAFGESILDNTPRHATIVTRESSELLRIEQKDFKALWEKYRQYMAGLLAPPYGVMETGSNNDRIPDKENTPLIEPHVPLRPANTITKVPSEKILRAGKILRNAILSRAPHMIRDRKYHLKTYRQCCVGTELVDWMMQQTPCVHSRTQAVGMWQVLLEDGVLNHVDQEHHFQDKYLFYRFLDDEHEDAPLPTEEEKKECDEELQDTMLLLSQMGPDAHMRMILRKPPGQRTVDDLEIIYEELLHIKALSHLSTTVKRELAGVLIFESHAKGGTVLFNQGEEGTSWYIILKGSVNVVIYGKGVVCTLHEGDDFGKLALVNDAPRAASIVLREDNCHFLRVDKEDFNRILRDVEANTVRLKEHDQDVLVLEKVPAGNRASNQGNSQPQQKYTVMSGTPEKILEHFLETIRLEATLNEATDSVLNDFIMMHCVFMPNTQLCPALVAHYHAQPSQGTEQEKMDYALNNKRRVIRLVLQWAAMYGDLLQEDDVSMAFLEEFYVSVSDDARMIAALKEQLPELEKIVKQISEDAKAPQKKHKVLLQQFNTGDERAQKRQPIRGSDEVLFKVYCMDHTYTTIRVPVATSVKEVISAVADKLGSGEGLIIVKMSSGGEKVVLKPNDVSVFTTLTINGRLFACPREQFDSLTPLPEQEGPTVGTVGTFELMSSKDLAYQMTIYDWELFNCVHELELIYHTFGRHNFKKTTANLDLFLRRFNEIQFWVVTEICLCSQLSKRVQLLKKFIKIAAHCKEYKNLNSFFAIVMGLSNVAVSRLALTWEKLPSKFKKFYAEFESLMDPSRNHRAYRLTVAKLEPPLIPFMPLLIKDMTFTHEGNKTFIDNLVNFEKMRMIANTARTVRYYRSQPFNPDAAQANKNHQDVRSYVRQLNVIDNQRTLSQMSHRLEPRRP
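Exchange assay: 100 nM EPAC2 with 250 nM Rap1B-BODIPY-GDP and 50 uM GDP. Fluorescence (ex 480/em 540 nm) read every 5 min for 30 min at room temperature. Data normalized to 6.5 mM cAMP as agonist control.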
A549 viability – counter-screen for Nrf2 inhibitors: cytotoxicity in A549 cells | A549 ARE-Fluc cells, CellTiter-Fluor viability, 18-24 h | Potency, µM (doses to about 46 µM), inactives show at the highest dose activity change, negative = cytotoxicity, most hits filed as inhibitors | actives 0.16% (n = 390,000); note: potency is the fitted concentration of half-maximal effect; % is set by controls: 0 for no effect and ±100 for the full control effect
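A549 ARE_Fluc cells in 5% FBS OPTI-MEM were exposed to compounds in concentration-response for 18-24 h at 37 deg C. Viability was read by CellTiter-Fluor fluorescence (Ex 405/Em 525) after 30 min, before the luciferase read.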
Nrf2 activator – activators of Nrf2 (ARE) signaling; AREc32 ARE-luciferase reporter (MCF7-derived line), luminescence, 24 h; Potency, µM (series often up to 46.1 µM), for the others: at the top dose activation, actives largely listed as activators; actives 0.31% (n = 410,000); AID 624171; note: potency is the fitted concentration of half-maximal effect; % of control where 0% means no effect; nearly all actives have a fitted effect of over 65% in size
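Quantitative high-throughput format: AREc32 reporter cells, 1000 per well, received compound by pin transfer and were incubated 24 hr at 37 deg C, 5% CO2, before Steady-Glo luminescence detection.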
ATXN2 expr inh – inhibitors of ATXN2 expression; HEK-293 ATXN2-luciferase reporter, luminescence, 24 h; Potency, µM (titrated, usually from 57 µM), for inactives: at the highest dose activity change, negative = inhibition, actives largely listed as inhibitors; actives 0.72% (n = 360,000); AID 1745845; note: potency is the fitted concentration of half-maximal effect; % is set by controls: 0 for no effect and ±100 for the full control effect; nearly all actives have a fitted effect of over 55% in size
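qHTS (up to 57 uM final) was run with 24 h compound exposure of reporter cells at 37 °C. Each well was multiplexed: SteadyGlo luminescence measured ATXN2-luciferase expression after a fluorogenic Gly-Phe-AFC viability readout (25 uM final).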
ATXN viability – reduces viability in counter-screen for ATXN expression inhibitors | S2 cells (HEK-293 line with an ATXN2-luciferase reporter) viability, CellTiter-Fluor protease fluorescence, 24 h | Potency, µM (highest dose often 56.7 µM), hits mostly cytotoxic | actives 0.49% (n = 400,000); note: potency is the fitted concentration of half-maximal effect; nearly all actives have a fitted effect of over 40% in size
Nrf2 inh – blocks Nrf2 signaling; actives 2.1% (n = 360,000); Potency, µM (top dose mostly 46 µM), for inactives: at the highest dose activity change, negative = inhibition, actives largely listed as inhibitors; A549 ARE-Fluc reporter, luciferase luminescence, 18-24 h; note: potency is the fitted concentration of half-maximal effect; % is set by controls: 0 for no effect and ±100 for the full control effect; nearly all actives have a fitted effect of over 60% in size
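Nrf2 activity is the BugLite luminescence, read 15 min after reagent at room temperature, following CellTiter-Fluor cytotoxicity readout (30 min, 37C). Compound titrations were applied for 18-24 h to 5000 A549 ARE_Fluc cells/well in 5% FBS OPTI-MEM.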
IL2 activator – IL-2 activation. IL-2 activation reporter assay, cell-based qHTS; stimulated with anti-CD3/CD4/CD28 beads; in transgenic mouse T cells. activation, % (series mostly up to about 46 µM). actives 0.065% (n = 360,000); in the data active = activation above about 50%; inconclusive = mostly about 30% to 49%; note: 0% is about no effect
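Readout is EGFP and DsRed signal by fluorescent plate cytometry after 18 h at 37 degrees C. Transgenic mouse T cells (750/well) received compound for 60 min before bead stimulation (anti-CD3, anti-CD4, anti-CD28); memory T cells served as non-tolerant control.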
An asterisk follows results filed as active; i = inactive; u = inconclusive; x = no result given; [ ] = remark or other dose. Unless noted, calls come from the whole dose curve; as a rule, active = well fitted curve in the direction sought with a large enough effect; inconclusive = small, poorly fitted or top-dose-only effect, or another doubt; inactive = no such curve, though single readings can be large; an effect the other way counts as inactive or inconclusive. No enrichment for hits. Share with any hit: about 4.3%.

(1) Cc1nc2ccc(S(=O)(=O)NC(C(=O)NCc3ccccc3Cl)C(C)C)cc2s1 (configuration not stated)
(2) COc1cc2c(cc1OC)CN(CC(=O)Nc1ccc3c(c1)OCO3)CC2
(3) O=C(NC1CCCCC1)c1ccc(-c2ccccc2[N+](=O)[O-])o1
(4) CC(=O)Nc1ccc(Nc2nc3c(S(=O)(=O)c4cc(C)ccc4C)nnn3c3ccsc23)cc1
(5) Cc1cc2oc(C(=O)N(Cc3ccc(N(C)C)cc3)Cc3ccco3)c(C)c2cc1Cl
(6) COc1ccc(/C=C/c2nc(C#N)c(N3CCCCC3)o2)cc1OC
(7) COc1ccc(NC(=O)C2CCCN(S(=O)(=O)c3c(C)n[nH]c3C)C2)cc1 (configuration not stated)
(8) CN(C(=O)CN1C(=O)c2cc(Cl)c(Cl)cc2C1=O)C1CCS(=O)(=O)C1 (configuration not stated)
Compound | 1 | 2 | 3 | 4 | 5 | 6 | 7 | 8
TGFb SMAD3 inh | -28% | 11% | u | 2% | x | -1% | 8% | 6%
HepG2 tox | -4% | -3% | -21% | 5% | 3% | -26% | 2% | 2%
EPAC2 ag | x | 4% | 11% | x | x | x | 5% | 4%
A549 viability | 1% | 3% | 12% | -1% | 19% | -3% | 0% | 2%
Nrf2 activator | 0.7% | 0.0% | 14% | -0.6% | 4.0% | 6.6% | -0.3% | 0.0%
ATXN2 expr inh | 0% | -2% | 59%[activator] | x | x | 10% | 0% | 1%
ATXN viability | i | i | i | x | x | x | i | i
Nrf2 inh | 2% | x | u | 10% | -8% | -21% | -15% | 6%
IL2 activator | x | -2.0 | -3.4 | x | x | x | -0.5 | -1.5

Pulled by compound from the entries so far, 3 records:
(8) CN(C(=O)CN1C(=O)c2cc(Cl)c(Cl)cc2C1=O)C1CCS(=O)(=O)C1 (configuration not stated)
(1) Cc1nc2ccc(S(=O)(=O)NC(C(=O)NCc3ccccc3Cl)C(C)C)cc2s1 (configuration not stated)
(3) O=C(NC1CCCCC1)c1ccc(-c2ccccc2[N+](=O)[O-])o1
Compound | 8 | 1 | 3
TGFb SMAD3 inh | 6% | -28% | u
HepG2 tox | 2% | -4% | -21%
EPAC2 ag | 4% | x | 11%
A549 viability | 2% | 1% | 12%
Nrf2 activator | 0.0% | 0.7% | 14%
ATXN2 expr inh | 1% | 0% | 59%[activator]
ATXN viability | i | i | i
Nrf2 inh | 6% | 2% | u
IL2 activator | -1.5 | x | -3.4

More structures follow.
(9) O=C(Nc1cccnc1)c1cc(Cl)ccc1Cl
(10) CN1CCC(NC(=S)Nc2cccc([N+](=O)[O-])c2)CC1
(11) Cc1cc(S(=O)(=O)Nc2cc3c(cc2NCc2ccccc2)n(C)c(=O)n3C)ccc1F
(12) CCOC(=O)c1c(NC(=O)C(C)N2CCN(S(=O)(=O)c3cccs3)CC2)sc2c1CCC(C)C2 (configuration not stated)
(13) C=C1N(c2ccc(Cl)cc2)C(=O)OC1(C)C
(14) CCN1CCN(c2ncc3c(n2)CCN(CC(C)C)C3)CC1
(15) O=C(Nc1cccc(-n2cnnn2)c1)C1CCCN(C(=O)Cc2cccc(Cl)c2)C1 (configuration not stated)
(16) COc1cccc(OCC(=O)NNC(=O)c2ccc3ccccc3c2O)c1
Compound | 9 | 10 | 11 | 12 | 13 | 14 | 15 | 16
TGFb SMAD3 inh | -11% | 15% | 7% | -12% | 8% | 20% | 1% | -8%
HepG2 tox | -18% | -1% | -21% | 0% | 7% | -14% | -3% | 2%
EPAC2 ag | 17% | -1% | x | -4% | 0% | x | 17% | 0%
A549 viability | 6% | -14% | 1% | 8% | 29% | -3% | x | -3%
Nrf2 activator | -0.1% | 5.4% | 13µM* | 0.3% | -0.3% | -0.1% | 0.0% | 0.1%
ATXN2 expr inh | 7% | x | 51%[activator] | -15% | 1% | -2% | x | -23%
ATXN viability | i | i | i | i | i | i | i | i
Nrf2 inh | -7% | -5% | u | -8% | -12% | x | x | -6%
IL2 activator | 0.5 | -2.3 | x | -2.6 | 0.0 | x | -3.6 | -1.0

(17) CC(Sc1nc(N)cc(=O)[nH]1)C(=O)NC1CCCCC1 (configuration not stated)
(18) CCc1cccc2c(C(=O)COC(=O)/C=C/c3ccccc3OC)c[nH]c12
(19) C#CC[N+](C)(C)CCCCCCCCCCCC
(20) O=C(Nc1ccc(Br)cc1Br)Nc1cccc2[nH]c([C@@H]3O[C@H](CO)[C@@H](O)[C@H](O)[C@H]3O)nc12
(21) COC(C[C@@H](O)C[C@@H](O)[C@@H](C)OCc1ccccc1)OC
(22) COc1ccc(C(=O)NCC(c2ccc3c(c2)OCO3)N2CCOCC2)cc1 (configuration not stated)
(23) COc1ccc(Cc2nc(C(=O)Nc3ccc(OC)cc3)cs2)cc1
(24) Cc1ccc(S(=O)(=O)c2nc(-c3ccccc3F)oc2NCc2ccccc2)cc1
Compound | 17 | 18 | 19 | 20 | 21 | 22 | 23 | 24
TGFb SMAD3 inh | -27% | u | u | -8% | -6% | 0% | -20% | -5%
HepG2 tox | -2% | -1% | -89% | -1% | 4% | 0% | -28% | -9%
EPAC2 ag | 8% | 4% | -16% | -2% | 4% | x | 8% | x
A549 viability | -7% | 1% | -4% | x | 11% | -13% | -20% | 18%
Nrf2 activator | -0.4% | -0.5% | -0.2% | -0.3% | 0.0% | 0.0% | 2.7% | -1.0%
ATXN2 expr inh | 12% | -11% | u | 12% | -4% | x | 9% | -1%
ATXN viability | i | i | i | i | i | x | u | i
Nrf2 inh | 22% | -2% | -26% | x | -8% | x | -29% | -4%
IL2 activator | -0.7 | -1.7 | -4.3 | 1.7 | -1.0 | x | 0.5 | x

(25) CCCOc1ccccc1C(=O)N1CCC(c2nc3ccccc3s2)CC1
(26) Cc1nnc(SCC(=O)N2CCOCC2)n1C
(27) CCC(CC)NC(=O)c1cccc(Oc2ccccc2)c1
(28) COc1ccc(CCNC(=O)CC(C)S(=O)(=O)c2ccc3c(c2)NC(=O)CO3)cc1OC (configuration not stated)
(29) N/C(=N\OC(=O)CCN1C(=O)c2ccccc2C1=O)c1ccccn1
(30) Nc1ccc(N2CCN(c3ccccc3)CC2)c(F)c1
(31) Cc1cc(Br)ccc1NC(=O)CCN1C(=O)c2ccncc2C1=O
(32) CC(=O)Nc1ccc(NC(=O)C2CC(=O)N(Cc3ccccc3)C2)cc1 (configuration not stated)
Compound | 25 | 26 | 27 | 28 | 29 | 30 | 31 | 32
TGFb SMAD3 inh | u | -6% | -2% | 3% | -17% | -2% | -17% | 10%
HepG2 tox | -22% | 13% | 1% | -3% | 1% | -4% | 6% | -1%
EPAC2 ag | x | 14% | 11% | 4% | -5% | 11% | 0% | 2%
A549 viability | -3% | -11% | -1% | 6% | 1% | -6% | -9% | 0%
Nrf2 activator | 1.2% | -0.1% | 0.0% | 0.4% | -1.1% | 0.1% | -0.1% | -0.2%
ATXN2 expr inh | u | 6% | 3% | 6% | x | -21% | -12% | -4%[2.22 µM]
ATXN viability | u | i | i | i | i | i | i | i
Nrf2 inh | u | 0% | 20% | 9% | 4% | -2% | 7% | 4%
IL2 activator | x | 0.6 | -6.3 | -3.3 | -3.9 | -3.5 | 3.9 | -2.2

(33) CCN(CC(=O)NCc1ccc(Cl)cc1)C(=O)/C=C/c1ccc(Cl)c([N+](=O)[O-])c1
(34) COc1ccc(CNC(=O)C2Cc3cc(S(=O)(=O)N4CCCCCC4)ccc3N2C(C)=O)cc1 (configuration not stated)
(35) CCOc1ccc(Nc2ncnc3c2c(-c2ccccc2)cn3-c2cccc(C)c2)cc1
(36) CCOc1c(Br)cc(C(=O)OCC(=O)N2CCc3ccccc3C2)cc1OC
(37) CCOC(=O)C1=C(c2ccccc2)NC(=S)NC1c1cccc([N+](=O)[O-])c1 (configuration not stated)
(38) CN(c1ccccc1)C(CNS(=O)(=O)c1ccccc1)c1ccccc1 (configuration not stated)
(39) CCCOc1ccc(F)cc1-c1cc(C(=O)Nc2ccc(F)c(Cl)c2)[nH]n1
(40) COc1ccc(CNC(=O)COC(=O)CCS(=O)(=O)c2ccc(C)cc2)cc1OC
Compound | 33 | 34 | 35 | 36 | 37 | 38 | 39 | 40
TGFb SMAD3 inh | u | -26% | 17% | -1% | -5% | u | 11µM* | 3%
HepG2 tox | -24% | 7% | 0% | 3% | 7% | -52% | -28% | 2%
EPAC2 ag | -2% | x | x | 17% | -7% | x | 11% | -9%
A549 viability | 6% | -3% | 23% | 1% | 0% | -4% | x | -1%
Nrf2 activator | u | 0.0% | 0.2% | 3.6% | -0.3% | 3.8% | 0.2% | -0.5%
ATXN2 expr inh | -18% | -3% | x | -29% | 3% | u | -37% | 9%
ATXN viability | i | i | x | i | u | u | i | i
Nrf2 inh | 10% | x | x | u | -10% | u | x | 17%
IL2 activator | -2.2 | x | x | 0.2 | -4.7 | x | -0.6 | -4.3

(41) O=C(CSc1nc2ccccc2n1CCc1ccccc1)c1ccc(O)c(O)c1
(42) N#Cc1c(N2CCOCC2)nc(N)c2c(N)nc3c(c12)CC(CCl)O3 (configuration not stated)
(43) CCOC(=O)C(=C1Nc2ccccc2N1)n1c(-c2cccnc2)nc2ccccc21
(44) CCN(CC)S(=O)(=O)c1ccc2c(c1)nc(SC(C)C(N)=O)n2-c1ccc(OC)cc1 (configuration not stated)
Compound | 41 | 42 | 43 | 44
TGFb SMAD3 inh | u | 4% | x | 17%
HepG2 tox | 5% | -34% | x | 1%
EPAC2 ag | 13% | 0% | 15% | -4%
A549 viability | 0% | 6% | x | -1%
Nrf2 activator | 4.0% | 1.8% | 15% | 3.1%
ATXN2 expr inh | -7% | -6% | 23% | -24%
ATXN viability | i | i | i | u
Nrf2 inh | 6% | 2% | x | x
IL2 activator | -0.3 | 2.1 | -0.5 | 1.3
